From PubChem
Rab9 promoter act: Rab9 promoter activation | Huh7 Rab9 promoter-luciferase reporter, luminescence, 24 h | Potency, µM (highest dose often 9.22 µM), for inactives: top-dose activation, negative = inhibition, actives largely listed as activators | AID 485297 | 320,000 compounds, 2.8% hits; note: potency is the fitted concentration of half-maximal effect; % of control where 0% means no effect; nearly all actives have a fitted effect of over 60% in size
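Huh7 cells stably carrying Rab9 promoter–luciferase reporter, plated 1500 cells/well, compound added after 2 h and incubated 24 h at 37 °C; luciferase luminescence then read after 10 min with detection reagent.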
Giardia kill: kills Giardia lamblia; Giardia lamblia trophozoite viability; activity change, % at 7.66 µM, hits read low; 340,000 compounds, 0.15% hits; AID 540267; in the data active = activity change below about -80%; inconclusive = between about -30% and that limit;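 note: parasites exposed to compound for two days anaerobically before the ATP read; % is set by controls: 0 for no effect and ±100 for the full control effect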
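Trophozoite viability was measured as ATP-dependent luminescence, read 15-30 min after reagent addition. Before that, parasites at 100 cells/well were exposed to compounds for 48 h, anaerobically, at 37 deg C.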
Gal4-VP16 FLuc: Gal4-VP16 reporter inhibition counter-screen; 310,000 compounds, 3.5% hits; Drosophila S2 Gal4-VP16 UAS-luciferase, luminescence, 20 h; Potency, µM (doses to about 53.6 µM), for inactives: at the top dose activity, negative = inhibition, actives largely listed as inhibitors;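 note: Gal4-VP16 expression switched on by copper sulfate through the metallothionein promoter; potency is the fitted concentration of half-maximal effect; % is set by controls: 0 for no effect and ±100 for the full control effect; nearly all actives have a fitted effect of over 50% in size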
NPC1 promoter act: activates the NPC1 promoter; Huh7 NPC1 promoter luciferase reporter, 24 h; Potency, µM (doses to about 9.22 µM), for the others: top-dose activation, usual class: activators; 320,000 compounds, 2.4% hits; AID 485313;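 note: potency is the fitted concentration of half-maximal effect; % of control where 0% means no effect; nearly all actives have a fitted effect of over 60% in size; reporter is driven by a mutant NPC1 promoter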
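In 1536-well qHTS, Huh7 cells harboring an NPC1 promoter–luciferase construct received compound for 24 h; activation was quantified by luminescence following luciferase reagent addition.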
FLuc counter: inhibits or activates purified firefly luciferase, miR-21 counter-screen; Potency, µM (doses to about 57.5 µM), for the others: top-dose activity change, negative = inhibition, most hits filed as inhibitors; purified FLuc, Km substrates, luminescence inhibition; 360,000 compounds, 6.9% hits; P08659;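 note: potency is the fitted concentration of half-maximal effect; plate controls were vehicle for no effect and reference inhibitor for full effect; nearly all actives have a fitted effect of over 55% in size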
Target sequence (P08659 whole entry, looked up): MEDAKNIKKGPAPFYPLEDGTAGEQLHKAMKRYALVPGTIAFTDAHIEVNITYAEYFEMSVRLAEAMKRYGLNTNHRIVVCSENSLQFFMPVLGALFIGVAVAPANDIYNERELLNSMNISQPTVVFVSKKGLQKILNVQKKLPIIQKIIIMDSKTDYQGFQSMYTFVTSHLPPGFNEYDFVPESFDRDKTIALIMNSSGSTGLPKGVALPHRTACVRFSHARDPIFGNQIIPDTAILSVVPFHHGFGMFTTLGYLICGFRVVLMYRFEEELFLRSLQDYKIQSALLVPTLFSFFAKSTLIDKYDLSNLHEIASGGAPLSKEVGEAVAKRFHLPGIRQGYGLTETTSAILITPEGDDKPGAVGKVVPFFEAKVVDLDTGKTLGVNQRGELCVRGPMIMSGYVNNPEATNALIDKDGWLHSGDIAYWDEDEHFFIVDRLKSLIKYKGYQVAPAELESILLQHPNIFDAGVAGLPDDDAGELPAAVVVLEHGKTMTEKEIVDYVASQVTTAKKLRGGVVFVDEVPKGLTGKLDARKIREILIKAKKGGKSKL
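Biochemical qHTS of compounds, final roughly 60 µM downward over six points, against 10 nM purified firefly luciferase using Km concentrations of substrates (10 uM D-luciferin, 10 uM ATP) in Tris acetate pH 7.5 buffer; luminescence output.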
BRCA1 expr act: BRCA1 expression activation | MCF7-BRCA1-FFLuc reporter, luminescence, 48 h; response scale: scaled: vehicle 0%, 10 µM genistein 100% | Potency, µM (titrated, usually from 46.1 µM), for the others: at the highest dose activation, most hits filed as activators | 380,000 compounds, 1.1% hits; note: potency is the fitted concentration of half-maximal effect; nearly all actives have a fitted effect of over 80% in size; some results filed as inactive show a strong effect at the top dose
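Luminescence from a BRCA1-driven firefly luciferase in MCF7 cells was the read-out, taken 15 min after substrate addition following 48 h compound exposure at 37 °C. Data were normalized to a 10 microM genistein control and DMSO vehicle.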
Menin-MLL TR inh: displaces Texas Red mutant MLL peptide from human menin. Menin + Texas Red MLL mutant peptide, fluorescence polarization. Potency, µM (highest dose often 61.6 µM), without a hit: top-dose FP activity change, negative = inhibition, actives largely listed as inhibitors. 270,000 compounds, 0.23% hits; active = well fitted inhibition curve with a large enough effect in the polarisation, with a control signal flat, not every such curve was filed as active; inconclusive = small, poorly fitted or top-dose-only effect, or effect the other way, or a change in a side signal; inactive = no such curve, though single readings can be large or run the other way; the % refers to the polarisation; note: potency is the fitted concentration of half-maximal effect; % of control where 0% means no effect; many of its hits are not listed in these tables
RORg inh: inhibitors of mouse ROR gamma transcriptional activity. Drosophila S2 Gal4-RORgamma UAS-luciferase reporter, 20 h. Potency, µM (top dose mostly 53.6 µM), for the others: at the highest dose activity change, negative = inhibition, hits mostly inhibitors. 310,000 compounds, 5.4% hits; note: potency is the fitted concentration of half-maximal effect; % is set by controls: 0 for no effect and ±100 for the full control effect; nearly all actives have a fitted effect of over 60% in size
Target sequence (P51450 whole entry, looked up, the tested form may be a part): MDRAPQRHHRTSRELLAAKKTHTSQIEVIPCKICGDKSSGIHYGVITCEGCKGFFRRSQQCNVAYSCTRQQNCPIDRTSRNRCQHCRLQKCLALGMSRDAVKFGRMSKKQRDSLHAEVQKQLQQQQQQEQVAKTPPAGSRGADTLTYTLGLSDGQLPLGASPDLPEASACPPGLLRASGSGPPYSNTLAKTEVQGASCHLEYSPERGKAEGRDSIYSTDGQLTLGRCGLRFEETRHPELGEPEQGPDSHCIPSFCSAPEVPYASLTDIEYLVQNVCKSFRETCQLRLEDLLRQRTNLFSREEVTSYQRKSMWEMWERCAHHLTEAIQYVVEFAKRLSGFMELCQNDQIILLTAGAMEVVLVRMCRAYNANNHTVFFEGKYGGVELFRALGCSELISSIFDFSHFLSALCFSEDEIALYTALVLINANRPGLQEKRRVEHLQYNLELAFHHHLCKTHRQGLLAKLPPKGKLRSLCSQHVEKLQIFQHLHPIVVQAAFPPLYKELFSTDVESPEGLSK
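Schneider cells (Drosophila), stable Gal4 DBD–ROR gamma + UAS-luc; 1 hr cmpd preincubation; Cu2+ induction 700 uM final; 20 hr ambient; luminescence.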
p53 reactivator: mutant p53 re-activation in reporter cells. 320,000 compounds, 0.063% hits. Potency, µM (highest dose often 92.2 µM), without a hit: at the highest dose activity change, positive = activation, hits mostly activators. AID 504706. H1299 p53-A138V BP100-luciferase reporter, luminescence, 24 h; note: potency is the fitted concentration of half-maximal effect; % of control where 0% means no effect; nearly all actives have a fitted effect of over 45% in size
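H1299 (p53-null), stable ts p53-A138V + BP100-Luc; 1000 cells/well, Opti-MEM/10% FBS; cpd 4 pt, 1:5; 24 h, 37 deg C, 5% CO2; detection reagent 10 min RT; luminescence.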
PKM2 activator: PKM2 (human) enzyme activation; 260,000 compounds, 0.34% hits; Potency, µM (series often up to 57.5 µM), for inactives: at the highest dose activation, most hits filed as activators; P14618; AID 1631; purified PKM2, Kinase-Glo ATP luminescence, activation; response scale: 0% is enzyme alone, no compound; note: potency is the fitted concentration of half-maximal effect; % is set by controls: 0 for no effect and ±100 for the full control effect; nearly all actives have a fitted effect of over 55% in size
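Kinase-Glo luminescence reports ATP generated from ADP (0.1 mM) and PEP (0.5 mM) by purified hPK-M2 after 1 h at room temperature, pH 7.2 imidazole buffer; intermediate enzyme activity allows detecting inhibitors and activators.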
ELG1 genotoxic: induces genotoxicity in HEK293T cells with luciferase-tagged ELG1; HEK293T ELG1-luciferase reporter, luminescence, 16 h; AID 504466; Potency, µM (doses to about 46 µM), inactives show at the top dose activity change, positive = activation, most hits filed as activators; 330,000 compounds, 1.3% hits; note: potency is the fitted concentration of half-maximal effect; % of control where 0% means no effect; nearly all actives have a fitted effect of over 60% in size
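After overnight (16 hr) compound treatment at 37 °C, ELG1-luciferase HEK293T cells were lysed with ONE-Glo; luminescence quantified 30 min later at room temperature.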
* hit, by the source's call; u = inconclusive; x = no result given; & = joins results of further samples; [ ] = dose if it differs, or a comment. Unless noted, calls come from the whole dose curve; as a rule, active = well fitted curve in the direction sought with a large enough effect; inconclusive = small, poorly fitted or top-dose-only effect, or another doubt; inactive = no such curve, though single readings can be large; an effect the other way counts as inactive or inconclusive. The list is partial, so the mix of outcomes need not match the whole.

SMILES	Rab9 promoter act	Giardia kill	Gal4-VP16 FLuc	NPC1 promoter act	FLuc counter	BRCA1 expr act	Menin-MLL TR inh	RORg inh	p53 reactivator	PKM2 activator	ELG1 genotoxic
COc1ccc(C(C(O)C(=O)c2c[nH]c3ccccc23)N2CCN(c3ccc(OC)cc3)CC2)cc1 (configuration not stated)	u	-14	-13%	6%	-2%	-51%	37%[activator]	17%	19%	-15%	-26%
CCn1ccnc1CN(C)C(=O)CCc1nnc(CCCc2ccccc2)o1	12%	14	-10%	-4%	-16%	11%	-8%	-2%	4%	-5%	7%
Brc1ccc2c(c1)C(c1cccs1)=NNC(c1cccnc1)=N2	0%	9	-1%	1%	-14%	2%	6%	u	-1%	4%	-5%
CCOC(=O)CSC1=C(C#N)C(c2ccc(F)cc2)C(C(C)=O)=C(C)N1 (configuration not stated)	0%	-1	u	2%	-4%	3%	-7%	u	2%	-7%	-6%
CCN1C(=O)c2cccc3c(S(=O)(=O)Nc4ccncc4)ccc1c23	-6%	-13	1%	0%	0%	-25%	0%	0%	-3%	1%	u
O=C(Cc1ccc(Cl)cc1)Nc1ccc(N2CCCC2)cc1	-1%	-2	4%	0%	-3%	-9%	0%	23%	2%	0%	-6%
N#C/C(=N\Nc1ccccc1)C(=N)N1CCOCC1	5%	20	1%	5%	u	u	8%	21%	u	4%	1%
Cc1ccc(-c2nc(=S)c3c(n2Cc2ccco2)CCCC3)cc1	-1%	-2	-10%	1%	4%	-51%	-3%	-29%	7%	20%	-1%
O=C(CSc1nc2ccc([N+](=O)[O-])cc2[nH]1)NC1CCCCC1	-4%	-5	-1%	-2%	-10%	-37%	9%	-27%	1%	1%	-7%
NC1=NC2(CCCCC2)n2c(nc3ccccc32)N1	3%	-8	u	13%	8%	-11%	13%	-18%	-10%	4%	-9%
COc1ccccc1NC(=O)c1oc2ccccc2c1NC(=O)c1ccco1	0%	2	-17%	-2%	-1%	-59%	-16%	-43%	7%	-5%	7%
COc1ccccc1C(=O)Nc1nnc(S(=O)(=O)N2CCOCC2)s1	0%	-4	18%	-5%	u	22%	x	27%	21%	x	8%
COc1cccc(C2C3=C(N=c4s/c(=C\c5ccc(O)cc5)c(=O)n42)c2ccccc2CC3)c1OC (configuration not stated)	-3%	-21	-9%	-1%	-1%	0%	u	-18%	-1%	-2%	0%
O=C(CN1CCN(C(=O)C2CCCO2)CC1)Nc1ccc(Cl)cc1 (configuration not stated)	10%	1	-4%	2%	2%	-12%	-13%	-2%	1%	6%	5%
CN1CCN(C(c2ccc(C(F)(F)F)cc2)c2cc(Cl)c3cccnc3c2O)CC1 (configuration not stated)	0%	x	0.89µM*	-3%	2%	x	15%	0.4µM*	u	5%	9%
C=C(C)C(=O)Nc1cccc(C2=NOC3(C2)C[C@@H](C(N)=O)N(C(=O)c2ccc(Cl)cc2)C3)c1 (some centres not stated)	-6%	-4	8%	-1%	2%	-4%	x	16%	-6%	-3%	1%
COc1ccc2c(c1)c(=O)oc1cc(O)ccc12	10%	-21	6%	2%	u	u	-2%	-11%	2%	-2%	12%
Cc1ccc(C(=O)NCC(=O)OCC(=O)N(CC(C)C)c2c(N)n(Cc3ccccc3)c(=O)[nH]c2=O)cc1C	3%	19	x	-2%	-18%	1%	x	x	0%	x	0%
COCCn1c(=O)[nH]c2cc(C(=O)NC3CCCCCC3)ccc2c1=O	-1%	-22	-2%	10%	6%	2%	0%	-5%	7%	-3%	-28%
O=C(/C=C/c1ccc(Cl)c([N+](=O)[O-])c1)c1cccnc1	-11%	-7	3%	-9%	7%	-6%	7%	-11%	-8%	16%	12%
O=C(CN1C(=O)NC2(CCCC2)C1=O)N1CCN(S(=O)(=O)c2ccccc2[N+](=O)[O-])CC1	1%	-8	x	-1%	3%	-21%	x	x	3%	x	-8%
CN1CCN(NC(=O)c2ccc(S(=O)(=O)N3CC4(C)CC3CC(C)(C)C4)cc2)CC1 (configuration not stated)	-2%	-12	-5%	-3%	0%	-35%	x	6%	-2%	-6%	-2%
Cc1cc(C(=O)N/N=C2\CCCC(=O)C2)c(C)o1	-3%	-11	x	-3%	-1%	-10%	x	x	-1%	x	0%
CCN1CCN(c2cc3c(cc2F)c(=O)c(S(=O)(=O)c2ccccc2)cn3C)CC1	4%	0	-6%	-6%	-1%&-2%	0%	-3%	-28%	7%	7%	0%
Fc1cccc(NC(=S)Nc2cccnc2)c1	-3%	0	14%	-2%	2%	-24%	17%	-9%	1%	1%	-8%
C=CCSC1=N/C(=C\c2ccsc2)C(=O)S1	-5%	7	-7%	-1%	u	-13%	6%	18%	1%	2%	-1%
Cc1cc(CNC(=O)COc2ccccc2F)c2ccccc2n1	17%	3	u	20%	-20%	76%	-12%	23%	-4%	8%	11%
COc1ccccc1C/C(N)=N/O	-7%	-19	-1%	-5%	9%	-15%	-2%	28%	5%	-4%	-4%
O=C(Cc1ccc(O)cc1)NCCNC(=S)NCc1ccccc1	0%	-6	-3%	-4%	0%	2%	x	-4%	0%	-7%	3%
O=C1c2cccc3cccc(c23)C(=O)N1OS(=O)(=O)c1ccc(Br)cc1	0%	12	2%	-5%	-11%	3%	-14%	-6%	1%	-6%	1%
O=C(CSc1nnc(COc2ccc(Cl)cc2)o1)N1c2ccccc2CCc2ccccc21	-2%	-5	-4%	0%	0%	-35%	-6%	u	-2%	-3%	-4%
Cc1[nH]c2ccccc2c1C(=O)C(=O)N1CCN(C(=O)c2ccco2)CC1	1%	14	0%	-2%	6%	0%	4%	28%	1%	1%	-1%
CN(C)C(CNC(=O)CCCc1c[nH]c2ccccc12)c1ccco1 (configuration not stated)	3%	-10	3%	1%	-6%	9%	-7%	0%	-6%	-2%	-2%
c1csc(CNc2ccc3c(c2)OCCO3)c1	14%	2	-19%	9%	27µM*	28%	-10%	u	u	0%	8.2µM*
CCOP(C)(=O)C1(C(=O)OCc2ccccc2)CC1 (configuration not stated)	15%	-5	-3%	2%	-15%	-15%	-3%	-15%	6%	-2%	0%
CCOC(=O)CSc1nnc(CNC(=O)c2cccs2)n1-c1cc(OC)ccc1OC	-2%	7	9%	-3%	-1%	-4%	-5%	12%	u	1%	-7%
Cc1ccc(NC(=S)Nc2ccc(F)cc2)c(C)c1	0%	-13	u	-1%	-5%	1%	-24%	11µM*	-2%	-1%	1%
CCOC(=O)c1c(/N=C/c2ccc(OC)cc2O)sc2c1CCN(C)C2	-3%	-4	-8%	1%	u	-3%	x	-9%	4%	-7%	-2%
CCOC(=O)c1c(N2C(=O)Nc3ccccc3N2O)n[nH]c1-c1cccc(OC)c1	9%	35[activator]	-5%	0%	u	6%	-5%	-3%	-7%	-4%	-6%
CN(c1ccccc1C(=O)Nc1cccc([N+](=O)[O-])c1)S(C)(=O)=O	3%	0	0%	-1%	1%	0%	-1%	20%	-3%	-3%	0%
CN1CCN(c2ccc(C(F)(F)F)cc2NC(=O)c2ccco2)CC1	11%	-15	-4%	-1%	5%	4%	-20%	-7%	-11%	1%	-4%
Cc1ccsc1C=Nc1c(C)n(C)n(-c2ccccc2)c1=O	0%	-8	-13%	0%	0%[2.3 µM]	-19%	-7%	-6%	0%	11%	-3%
COc1cc(C2/C(=C(\O)c3ccc4c(c3)CC(C)O4)C(=O)C(=O)N2CC2CCCO2)cc(OC)c1OC (configuration not stated)	2%	-13	x	1%	4%	-1%	-11%	x	x	1%	0%
NS(=O)(=O)Oc1ccccc1	-3%	7	2%	1%	0%	4%	1%	5%	8%	3%	2%
CC1CCCC(NC(=O)COC(=O)CCC2CCCC2)C1C (configuration not stated)	10%	9	0.56µM*	-2%	6%	18%	-5%	-6%	-5%	0%	4%
Cc1ccc(CS(=O)(=O)Cc2ccc(C(=O)NC3CCCCCC3)o2)cc1	-1%	-8	-5%	-48%[inhibitor]	-8%	-6%	-7%	u	6%	x	1%[9.26 µM]
Cc1ccccc1C(=O)Nc1ccnn1C1CCN(Cc2c(C)n(C)c3ccccc23)CC1	-5%	-14	-3%	2%	1%	0%	-22%	-11%	11%	28%	1%
CCOc1ccc(C(=O)NCC(=O)OCc2c(F)cccc2Cl)cc1	-1%	6	7%	0%	u	-16%	2%	u	5%	-3%	0%
O=C(CCC1CCCC1)Nc1ccc(Br)cn1	2.2µM*	2	14%	u	-4%[2.3 µM]	u	-1%	21%	u	2%	20%
Cc1ccc(CN2CCN(CC(=O)NCc3ccc(Cl)cc3)C2=O)cc1	-1%	-8	1%	0%	1%	-20%	0%	21%	-1%	4%	-12%
CC(C1CC1)N(C(=O)c1ccccc1O)c1ccccc1 (configuration not stated)	-4%	6	-7%	8%	-2%	-12%	-19%	9%	-6%	-13%	1%
